# SRC3 inh – inhibits human SRC3 coactivator | inhibition, % at 3.6 µM | 360,000 compounds, 0.17% hits | HEK293 GAL4-SRC3 luciferase reporter, luminescence | Q9Y6Q9;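 active = inhibition above a per-campaign cutoff, the mean of all compounds plus 3 SD, cut at about 60% in these data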;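 note: 0% = DMSO-treated cells and 100% = gossypol-treated cells at 36 µM; higher means less SRC3-driven luciferase light from the GAL4 reporter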
# TLR9-MyD88 block – blocks human TLR9 binding to MyD88. 340,000 compounds, 0.21% hits. CHO BLA complementation TLR9-MyD88, CCF4 FRET ratio. inhibition, % at 4.98 µM. Q9NR96+Q99836;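 active = inhibition above the mean over all tested compounds plus 3 SD, cut at about 21% in these data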;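 note: 0% = DMSO only wells and 100% = clavulanate BLA inhibitor control wells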
# NCOA1 inh – inhibits human SRC1 coactivator; HEK293 GAL4-SRC1 luciferase reporter, luminescence; inhibition, % at 3.6 µM; 360,000 compounds, 0.12% hits;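 active = inhibition above the campaign mean plus 3 SD, with each screening campaign given its own cutoff, cut at about 60% in these data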;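 note: 0% = DMSO treated cells and 100% = gossypol at 36 µM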
# NR2F2 inh – inhibitors of human COUP-TFII (NR2F2); 370,000 compounds, 0.7% hits; P24468; inhibition, % at 8.6 µM; AID 686940; HEK293T NGFI-A luciferase reporter, luminescence;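 active = inhibition above a per-plate cutoff, mean inhibition of test wells between control levels plus 3 SD, cut at about 38% in these data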;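 note: cells cotransfected with COUP-TFII expression vector driving the NGFI-A reporter; 0% = median of COUP-TF2 test wells and 100% = reporter-only cells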
# Target sequence (P24468 whole entry, looked up): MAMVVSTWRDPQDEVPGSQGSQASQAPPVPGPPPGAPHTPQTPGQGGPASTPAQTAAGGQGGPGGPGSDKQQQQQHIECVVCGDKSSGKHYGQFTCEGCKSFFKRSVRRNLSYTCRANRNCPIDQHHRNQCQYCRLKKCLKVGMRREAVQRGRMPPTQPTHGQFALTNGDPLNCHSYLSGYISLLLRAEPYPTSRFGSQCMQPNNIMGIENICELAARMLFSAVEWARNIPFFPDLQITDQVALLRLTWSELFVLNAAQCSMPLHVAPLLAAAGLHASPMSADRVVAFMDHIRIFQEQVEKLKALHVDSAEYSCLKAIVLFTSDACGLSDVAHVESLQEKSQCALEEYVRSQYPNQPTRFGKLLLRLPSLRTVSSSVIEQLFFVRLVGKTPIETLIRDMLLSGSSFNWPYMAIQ
# MC4R barr agon – agonists of human melanocortin 4 receptor (MC4R) beta-arrestin. 360,000 compounds, 0.98% hits. P32245. activation, % at 8.9 µM. U2OS MC4R beta-arrestin complementation, luminescence; percent of melanotan II response, DMSO zero;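 active = activation above a per-plate cutoff, the mean activation of sample wells on that plate plus 3 SD, cut at about 8% in these data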
# MC4R antagonist – human MC4R antagonism in cAMP assay; P32245; AID 540295; MC4R-expressing cells, MTII-stimulated cAMP, LANCE TR-FRET; 360,000 compounds, 0.48% hits; inhibition, % at 6.5 µM;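 active = inhibition above its plate's cutoff, the mean of tested wells on that plate plus 3 SD, cut at about 29% in these data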;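 note: 0% = Melanotan II alone and 100% = Melanotan II plus saturating MCL0020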
#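 Assay system: U2OS-MC4R stable cell line; Also added: Melanotan II; Technique: Eu-cAMP/anti-cAMP TR-FRET, emission 671 nm; Times: 30-min compound, 1-h challenge, 1-h detection, room temperature.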
# LMP1 NFkB inh – reduces LMP1-driven NF-kappaB luciferase signal; inhibition, % at 12.5 µM; LMP1-induced NF-kappaB luciferase reporter cells, luminescence; 350,000 compounds, 0.69% hits; in the data active = inhibition above about 41%;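 note: 0% = neutral control wells and 100% = reference inhibitor control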
# ABHD5-PLIN5 inh – ABHD5-PLIN5 protein interaction inhibition; Q00G26+Q8WTS1; Split G. princeps luciferase complementation, luminescence, 4 h; inhibition, % at 4 µM; 360,000 compounds, 0.78% hits;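 active = inhibition above the mean inhibition across every tested compound plus 3 SD, cut at about 22% in these data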;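 note: 0% = DMSO only wells and the 100% control is not disclosed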
# NCOA2 inhibitor – human SRC2 (NCOA2) inhibition; Q15596; HEK293 GAL4-SRC2 luciferase reporter, luminescence; inhibition, % at 9 µM; 370,000 compounds, 0.17% hits;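 active = inhibition above the mean inhibition of all tested compounds plus 3 SD, set per campaign, cut at about 52% in these data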;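 note: 0% = DMSO treated cells and 100% = cells given Gossypol at 36 µM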
# NOD2-RIPK2 inh – blocks binding of human NOD2 to RIPK2; CHO BLA complementation NOD2-RIPK2, CCF4 ratio; AID 624267; 360,000 compounds, 0.38% hits; inhibition, % at 4.98 µM; in the data active = inhibition above about 21%;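 note: 0% = vehicle only and 100% = reference blocker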
# Target sequence (O43353 whole entry, looked up): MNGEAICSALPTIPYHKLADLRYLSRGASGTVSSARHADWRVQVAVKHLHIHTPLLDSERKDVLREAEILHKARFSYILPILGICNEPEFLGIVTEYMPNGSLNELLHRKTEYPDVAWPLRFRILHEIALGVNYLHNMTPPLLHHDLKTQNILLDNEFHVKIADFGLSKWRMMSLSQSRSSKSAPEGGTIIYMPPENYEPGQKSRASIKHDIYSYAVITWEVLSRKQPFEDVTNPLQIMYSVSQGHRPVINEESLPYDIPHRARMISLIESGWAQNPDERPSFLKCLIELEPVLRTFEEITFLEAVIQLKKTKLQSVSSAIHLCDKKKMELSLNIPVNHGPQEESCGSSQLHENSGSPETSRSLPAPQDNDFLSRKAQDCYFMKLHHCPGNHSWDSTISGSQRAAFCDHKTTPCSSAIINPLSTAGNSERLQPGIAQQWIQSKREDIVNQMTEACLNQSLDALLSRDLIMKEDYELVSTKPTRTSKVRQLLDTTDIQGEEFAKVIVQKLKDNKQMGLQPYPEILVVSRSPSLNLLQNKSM
# LRH-1 inv ag – inverse agonists of human LRH-1 (NR5A2). 360,000 compounds, 0.13% hits. HEK293T StAR-luciferase reporter, LRH-1 transfected, 24 h. O00482. inhibition, % at 3.6 µM. AID 602396;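 active = inhibition above the mean inhibition of all tested compounds plus 3 SD, cut at about 73% in these data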;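 note: 0% = DMSO wells and 100% = reporter-only cells lacking LRH-1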
# The depositor's hits bear a star; nt = not tested or not shown. Not all compounds are listed; count on the stated rates, not on these rows.
No.	Molecule	NCOA1 inh	NR2F2 inh	MC4R barr agon	LMP1 NFkB inh	NCOA2 inhibitor	SRC3 inh	ABHD5-PLIN5 inh	NOD2-RIPK2 inh	LRH-1 inv ag	MC4R antagonist	TLR9-MyD88 block
1	N=C1/C(=C/c2coc3ccccc3c2=O)C(=O)N=C2SC(c3ccco3)=NN12	-56	nt	-0.7	nt	nt	7	13	-7	-10	-2	nt
2	COc1ccc2cc3cc(C(=O)N4CCN(c5ccccc5)CC4)oc3nc2c1	-21	2	-1.6	7	5	-24	3	-6	0	5	-7
3	CCN1CCCC1CNC(=O)c1ccc(N2CCCC2=O)cc1 (stereo not given)	-1	-1	-1.9	1	10	0	1	-2	3	10	-3
4	CCN(c1ccccc1)S(=O)(=O)c1ccc(OC)c(NC(=O)c2c(C)noc2C)c1	-8	5	0.0	1	7	-3	3	-1	-12	18	-4
5	Cc1ccccc1NC(=O)c1cc(S(=O)(=O)c2ccccc2)ccc1Cl	-4	20	0.2	-7	30	3	1	2	2	11	-2
6	CCOc1ccc(C(=O)NCC(=O)OCC(=O)N2CCCC2)cc1	4	11	1.6	5	-27	8	7	7	8	-2	3
7	O=[N+]([O-])c1cccc(/C=N/n2c(COc3ccccc3)n[nH]c2=S)c1	6	-4	-0.6	-5	-12	12	-7	-18	18	15	-1
8	CCC(=O)N1CCCC1(C)C(=O)Nc1cccc(Oc2ccccc2)c1 (stereo not given)	-3	13	0.9	nt	-3	-10	2	-15	7	12	nt
9	O=C(c1ccc(=O)[nH]n1)N1CCN(S(=O)(=O)c2cccc(F)c2)CC1	1	-4	-1.8	-4	-20	-1	-10	-2	-27	9	-9
10	CCOc1cccc(-c2c(C(=O)N/N=C/c3cccs3)nnn2-c2nonc2N)c1	-2	6	-0.7	-12	-20	1	7	-7	-13	-3	6
11	COc1ccc(NC(=O)c2ccc(NC(=O)c3nc4nccc(C)n4n3)cc2)cc1	-29	0	-0.4	-1	13	4	-9	11	-31	14	-7
12	CC1CN(S(=O)(=O)c2cccc(-c3cn4ccccc4n3)c2)CC(C)O1 (stereo not given)	16	30	-1.0	0	16	1	-15	-10	-8	1	-5
13	O=C(N/C(=C\c1ccco1)C(=O)N1CCCC1CO)c1ccccc1 (stereo not given)	-10	0	-1.7	4	2	10	19	8	-5	10	-4
14	Cc1cc(NC(=S)Nc2cccnc2)ccc1Br	-5	-15	0.5	0	-6	-1	-9	-6	8	-3	-9
15	CCOc1ccc2c(c1)OC(c1ccc(C)cc1)(C(F)(F)F)NC2=O (stereo not given)	-30	-52	-1.5	-6	13	-3	-7	1	29	-26	0
16	COc1ccc(NC(=O)C2(C)Cc3c(-c4cccc(C(N)=O)c4)ccnc3O2)cc1OC (stereo not given)	4	-8	0.4	nt	-30	-11	7	3	17	11	nt
17	Cc1ccc(OCc2cc(C(=O)N3CCN(C)C[C@@H]3c3ccccc3)no2)cc1C	-58	-23	-3.8	-32	-57	-52	-7	-9	-50	3	-2
18	O=C(NCCN1CCOCC1)c1c(F)c(F)c(F)c(F)c1F	-16	3	2.6	-7	2	3	-2	2	-8	8	-8
19	COc1ccc(C(=O)N2CCCC(c3nc(-c4cccs4)no3)C2)cc1OC (stereo not given)	-17	7	-1.7	6	3	-2	-3	-5	-6	1	4
20	COc1cccc(Nc2c3c(nc4c(-c5ccccc5)c(C)nn24)CCC3)c1	5	8	-1.6	3	11	21	-5	-11	4	4	-3
21	COC(=O)Nc1ccc(S(=O)(=O)N2CCCCC2C(=O)NCc2ccco2)cc1 (stereo not given)	-12	14	-1.0	3	-13	-11	-1	1	20	-2	-2
22	CCN(CC)C(=O)CSc1nc2ccccc2n1CC(=O)N1CCN(c2ccccc2OC)CC1	7	-7	-1.5	-5	6	-3	2	-2	-1	8	-5
23	COc1ccc2nc(N3CCCC3)c(C#N)cc2c1	-8	4	-1.6	2	-16	-10	3	5	-10	5	11
24	O=C(c1ccco1)N1CCN(Cc2nc(-c3cccs3)no2)CC1	-12	0	-0.7	-4	-8	8	-6	-12	-10	3	5
25	CCOC(=O)c1c(N)sc(C(=O)OC)c1C	-19	5	-0.9	4	-19	4	2	-22	-38	-6	-5
26	O=C(CSc1nnc(COc2ccccc2)n1-c1ccccc1)c1ccccc1	1	1	-0.9	-5	-23	5	-5	6	-20	1	0
27	Cc1ccccc1C(=O)NC(=S)NCC1CCCO1 (stereo not given)	-4	-9	1.2	-4	-8	20	0	4	-7	14	8
28	CCOc1cc(C(=O)OCc2ccc([N+](=O)[O-])cc2)ccc1OCC(=O)N1CCOCC1	0	3	-0.3	-2	-3	2	-8	1	7	-5	1
29	COc1ccc(N2CCN(C(=O)COC(=O)c3ccc(Cl)nc3)CC2)cc1	2	1	1.5	-9	15	-11	6	4	-6	10	-10
30	COc1ccccc1C1/C(=C(/O)c2ccc(C)cc2)C(=O)C(=O)N1CC(C)O (stereo not given)	0	-15	-3.0	-5	-10	-3	-3	3	6	1	-16

# Exported with two lines to a compound: ten of the compounds above
# Every second line gives: NCOA1 inh | NR2F2 inh | MC4R barr agon | LMP1 NFkB inh | NCOA2 inhibitor | SRC3 inh | ABHD5-PLIN5 inh | NOD2-RIPK2 inh | LRH-1 inv ag | MC4R antagonist | TLR9-MyD88 block
(10) CCOc1cccc(-c2c(C(=O)N/N=C/c3cccs3)nnn2-c2nonc2N)c1
→ -2 | 6 | -0.7 | -12 | -20 | 1 | 7 | -7 | -13 | -3 | 6
(11) COc1ccc(NC(=O)c2ccc(NC(=O)c3nc4nccc(C)n4n3)cc2)cc1
→ -29 | 0 | -0.4 | -1 | 13 | 4 | -9 | 11 | -31 | 14 | -7
(12) CC1CN(S(=O)(=O)c2cccc(-c3cn4ccccc4n3)c2)CC(C)O1 (stereo not given)
→ 16 | 30 | -1.0 | 0 | 16 | 1 | -15 | -10 | -8 | 1 | -5
(13) O=C(N/C(=C\c1ccco1)C(=O)N1CCCC1CO)c1ccccc1 (stereo not given)
→ -10 | 0 | -1.7 | 4 | 2 | 10 | 19 | 8 | -5 | 10 | -4
(14) Cc1cc(NC(=S)Nc2cccnc2)ccc1Br
→ -5 | -15 | 0.5 | 0 | -6 | -1 | -9 | -6 | 8 | -3 | -9
(15) CCOc1ccc2c(c1)OC(c1ccc(C)cc1)(C(F)(F)F)NC2=O (stereo not given)
→ -30 | -52 | -1.5 | -6 | 13 | -3 | -7 | 1 | 29 | -26 | 0
(16) COc1ccc(NC(=O)C2(C)Cc3c(-c4cccc(C(N)=O)c4)ccnc3O2)cc1OC (stereo not given)
→ 4 | -8 | 0.4 | nt | -30 | -11 | 7 | 3 | 17 | 11 | nt
(17) Cc1ccc(OCc2cc(C(=O)N3CCN(C)C[C@@H]3c3ccccc3)no2)cc1C
→ -58 | -23 | -3.8 | -32 | -57 | -52 | -7 | -9 | -50 | 3 | -2
(18) O=C(NCCN1CCOCC1)c1c(F)c(F)c(F)c(F)c1F
→ -16 | 3 | 2.6 | -7 | 2 | 3 | -2 | 2 | -8 | 8 | -8
(19) COc1ccc(C(=O)N2CCCC(c3nc(-c4cccs4)no3)C2)cc1OC (stereo not given)
→ -17 | 7 | -1.7 | 6 | 3 | -2 | -3 | -5 | -6 | 1 | 4

# Additional compounds
No.	Molecule	NCOA1 inh	NR2F2 inh	MC4R barr agon	LMP1 NFkB inh	NCOA2 inhibitor	SRC3 inh	ABHD5-PLIN5 inh	NOD2-RIPK2 inh	LRH-1 inv ag	MC4R antagonist	TLR9-MyD88 block
31	O=C(COC(=O)c1cccc(Br)c1)Nc1ccc2[nH]c(=O)[nH]c2c1	-5	17	6.1	-5	-13	4	-1	3	-4	7	21*
32	COc1ccc(NC(=O)c2cccc(S(=O)(=O)N3CCN(C)CC3)c2)c(OC)c1	4	-8	-1.1	-1	-31	9	-5	-7	-8	3	-5
33	O=C1CSc2ccccc2N1	5	0	-0.9	-4	-13	-11	2	-4	-27	8	-26
34	CCOC(=O)/C=C/[C@H]1CCc2cccc(C)c2O1	-5	-7	0.8	2	-11	0	-5	-9	15	-2	5
35	O=C(NC1CCS(=O)(=O)C1)C1C2CC3CC(C2)CC1C3 (stereo not given)	-4	-2	-1.7	4	-13	-7	-3	-1	7	1	10
36	COC(=O)c1cc(S(=O)(=O)NCC2CCN(Cc3ccc(F)cc3)CC2)cn1C	-8	9	-1.9	-4	4	0	-6	10	3	-4	10
37	Cc1ccc(C)c(NC(=O)CN(C)C(=O)c2ccccc2Cc2ccccc2)c1	-6	-9	-2.8	-1	7	15	-9	8	0	7	-9
38	O=C(NNC(=O)C1CC1c1ccccc1)c1cccc([N+](=O)[O-])c1 (stereo not given)	-9	-5	1.6	0	-21	5	7	-11	15	3	-1
39	Cc1cccc(C)c1NC(=O)NN=C1CCCCC1	7	15	-0.8	2	3	16	5	-6	8	4	-11
40	C=CCN1C(=O)c2ccc(C(=O)NCC(c3ccccc3)N(C)C)cc2C1=O (stereo not given)	3	6	-1.7	-4	-5	9	-7	0	10	2	5
41	Cc1ccc(S(=O)(=O)NCC(=O)NNC(=O)c2ccc(Br)cc2)cc1C	2	-8	-1.1	-5	21	-11	-5	2	16	6	-9
42	O=C(NCc1ccccc1)[C@H]1C[C@@H]1[C@H](NP(=O)(c1ccccc1)c1ccccc1)c1ccccc1	-1	15	-1.1	4	19	2	-3	-4	-2	-1	-2
43	COc1ccc(C(=O)C2CCCN(C(=O)c3ccc(C(C)=O)s3)C2)c(C)c1 (stereo not given)	8	10	1.8	6	-8	16	7	-2	26	1	3
44	Cc1ccc[n+](CC(=O)/C=C2\N(C)c3ccccc3C2(C)C)c1	24	42*	-0.9	-3	4	8	-2	-6	38	6	0
45	O=C(COC(=O)c1cccs1)Nc1cccc(S(=O)(=O)NC2=NCCCCC2)c1	-2	-9	-1.5	0	-11	1	1	-6	-2	9	-5
46	CCOC(=O)c1[nH]ncc1CN1CCCC(C(=O)c2ccc(OC)c(OC)c2)C1 (stereo not given)	10	3	-1.2	2	-12	12	-3	-1	7	20	2
47	CNc1ccccc1C(C)(C)c1cc(-c2ccc(F)cc2)no1	11	45*	1.5	20	1	26	-11	8	17	0	18
48	O=C1CCCc2cc3c(cc21)CCCC3	-3	10	-2.9	-4	-42	1	-12	7	-27	-3	4
49	CCC(=O)Nc1ccc2c(c1)nc(CCN1CCN(C)CC1)n2C	10	11	2.0	8	10	1	-1	-3	4	8	-11
50	CC(C)C(=O)N1CCC1(C)C(=O)Nc1ccccc1OC(F)F (stereo not given)	-3	-7	-0.1	nt	-1	-12	3	-8	6	-1	nt
51	NNC(=O)COc1ccc(-c2n[nH]c(C(F)(F)F)c2-c2ccc(Br)cc2)c(O)c1	-13	-8	0.8	0	0	6	-1	-1	6	12	-8
